Screens as filed in PubChem.
PHOSPHO1 block: PubChem AID 1565; recombinant PHOSPHO1, absorbance phosphatase assay; 290,000 tested, 1.1% active; inhibition, % at 13.3 µM; in the data active = inhibition above about 60%
Target sequence (Q8TCT1 whole entry, looked up): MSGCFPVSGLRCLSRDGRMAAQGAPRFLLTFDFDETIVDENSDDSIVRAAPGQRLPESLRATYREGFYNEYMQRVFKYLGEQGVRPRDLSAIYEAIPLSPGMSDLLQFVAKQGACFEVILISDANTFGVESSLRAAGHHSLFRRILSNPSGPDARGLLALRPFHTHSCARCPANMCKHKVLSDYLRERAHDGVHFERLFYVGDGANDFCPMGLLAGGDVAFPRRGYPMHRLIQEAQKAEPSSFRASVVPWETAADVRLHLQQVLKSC
OXTR agonist: human OXTR agonists, primary screen, fluorescence, CHO-OTR cells, Fluo-8 calcium; Oxytocin receptor (Homo sapiens), P30559; activation, % at 3 µM; Fluo-8 calcium fluorescence; normalized: DMSO 0%, oxytocin 100%; 320,000 tested, 0.32% active; AID 2435, 2010;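 active = activation above the mean of all tested compounds plus 3 SD, cutoff set per screening run, cut at about 20% in these data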;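 note: peak over basal fluorescence ratio from a 100 s FLIPR kinetic read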
Target sequence (P30559 whole entry, looked up): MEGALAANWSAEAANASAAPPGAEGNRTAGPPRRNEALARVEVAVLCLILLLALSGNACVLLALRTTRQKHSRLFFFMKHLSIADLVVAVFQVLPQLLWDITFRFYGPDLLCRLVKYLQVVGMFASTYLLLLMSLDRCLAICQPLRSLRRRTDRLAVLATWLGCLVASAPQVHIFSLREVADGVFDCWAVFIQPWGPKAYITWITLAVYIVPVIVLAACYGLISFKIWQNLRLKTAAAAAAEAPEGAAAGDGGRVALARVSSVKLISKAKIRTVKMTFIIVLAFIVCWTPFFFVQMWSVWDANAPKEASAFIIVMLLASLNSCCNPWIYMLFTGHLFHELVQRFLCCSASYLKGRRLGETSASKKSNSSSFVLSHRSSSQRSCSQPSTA
NALP1 yeast inh: NALP1 inflammasome inhibitors in reconstituted yeast, colorimetric, S. cerevisiae, triplicate retest; AID 2071, 2009; 280,000 tested, 0.61% active; inhibition, % at 10 µM; S. cerevisiae NALP1/ASC/caspase-1 growth, X-gal OD620, 72 h; in the data active = inhibition mostly above about 24%, no sharp cut-off; inactive = mostly below about 32%; note: some compounds called inactive have numbers as strong as hits
V1aR counter: agonists of human V1a receptor, primary screen, counter-screen for OXTR agonist project, fluorescence, CHO-V1R cells | Vasopressin V1a receptor (Homo sapiens), P37288 | Fluo-8 calcium fluorescence, agonist mode; 0% DMSO, 100% 3 nM vasopressin | activation, % at 3 µM | 320,000 tested, 0.25% active;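 active = activation above the mean activation of all tested compounds plus 3 SD, per screening run, cut at about 20% in these data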;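 note: signal is peak over basal fluorescence ratio across a 100 second FLIPR read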
Target sequence (P37288 whole entry, looked up): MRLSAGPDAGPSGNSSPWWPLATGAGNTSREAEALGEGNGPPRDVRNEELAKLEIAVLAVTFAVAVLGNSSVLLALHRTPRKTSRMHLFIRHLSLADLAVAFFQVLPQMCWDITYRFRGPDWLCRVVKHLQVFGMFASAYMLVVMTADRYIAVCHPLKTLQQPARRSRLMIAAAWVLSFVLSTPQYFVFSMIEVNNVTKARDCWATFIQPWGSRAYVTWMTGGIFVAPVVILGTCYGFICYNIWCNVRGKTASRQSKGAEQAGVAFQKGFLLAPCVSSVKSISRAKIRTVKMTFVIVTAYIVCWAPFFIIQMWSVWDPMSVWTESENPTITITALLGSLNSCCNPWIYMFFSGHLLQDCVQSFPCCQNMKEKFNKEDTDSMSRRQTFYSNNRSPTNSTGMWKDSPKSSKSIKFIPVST
MEKK3 PB1 HTS: modulators of MEKK3-MEK5 PB1 binding, primary screen, biochemical, wildtype MEKK3, multiplex bead flow cytometry, Alexa488-MEK5; AID 1529, 2009; bead-based flow cytometry, Alexa488-MEK5 binding to MEKK3; actives lie on both sides; 0 = blocked by unlabeled MEK5, 100 = vehicle; binding response (% of control), % at 10 µM; 290,000 tested, 1.4% active;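 active = binding response more than 3 SD above or below the average of its plate-row segment, actives on both sides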;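 note: Alexa488 bead fluorescence after subtracting the streptavidin-only scavenger bead signal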
MEKK2 WT-MEK5: modulators of MEK5 binding to wildtype MEKK2, primary screen, biochemical, multiplex bead flow cytometry, Alexa488-MEK5. Mitogen-activated protein kinase kinase kinase 2 (Homo sapiens), Q9Y2U5. Alexa488-MEK5 binding to MEKK2 WT; actives lie on both sides. binding response (% of control), % at 10 µM. 290,000 tested, 1.1% active; in the data active = binding response below about 67% or above about 130%
MEKK2 mut-MEK5: MEK5 binding signal on mutant MEKK2 PB1, primary screen, biochemical, multiplex bead flow cytometry, Alexa488-MEK5 | Alexa488-MEK5 binding to MEKK2 mutant | percent response, % at 10 µM | 290,000 tested, 0.35% active; in the data active = percent response above about 24%, passing the limit was not always enough; note: inactives centre near 1; some results filed as inactive read as strong as hits; reference of the scale not given here
* marks the source's active call; other numbers are inactive results; . = not tested or not shown. Not all compounds are listed; the hit share may differ from the screen's.

SMILES	PHOSPHO1 block	OXTR agonist	NALP1 yeast inh	V1aR counter	MEKK3 PB1 HTS	MEKK2 WT-MEK5	MEKK2 mut-MEK5
CCCCn1c(SCn2nnc3ccccc3c2=O)nc2cc(C(=O)OC)ccc2c1=O	-3	.	-15	.	.	.	.
Cc1cc(N2CCCC2)n2nc(C)c(-c3ccccc3)c2n1	6	.	14	.	.	.	.
Cc1c(/C(O)=C2\C(=O)C(=O)N(CCCN(C)C)C2c2ccncc2)cnn1-c1ccccc1 (stereo not drawn)	-2	.	13	.	.	.	.
CCn1c(SCC(=O)c2c(N)n(C)c(=O)n(C)c2=O)nc2sc(C)c(C)c2c1=O	32	.	18	.	.	.	.
CSc1nc2sc3c(c2c2nnnn12)CCC3	-53	.	35	.	.	.	.
Cc1ccc(C(c2nnnn2C(C)(C)C)N2CCc3ccccc3C2)cc1 (stereo not drawn)	11	.	8	.	.	.	.
CCCN1CCC(N2CCN(c3ccccc3OC)CC2)CC1	3	.	4	.	.	.	.
CCOc1cccc(-c2nnc3sc(-c4ccc(C)cc4)nn23)c1	10	.	5	.	.	.	.
CN(C)CCCN1C(=O)C(=O)/C(=C(/O)c2ccc3c(c2)OCCO3)C1c1ccco1 (stereo not drawn)	6	.	-1	.	.	.	.
CCOc1ccc(OCC)c(NC(=O)CSc2nc3c(c(=O)n(C)c(=O)n3C)n2C)c1	-9	.	0	.	.	.	.
COc1ccccc1C1/C(=C(\O)c2ccc3c(c2)OCCO3)C(=O)C(=O)N1CCCN(C)C (stereo not drawn)	19	.	-4	.	.	.	.
CCOc1cc(N2CCOCC2)c(OCC)cc1NC(=O)c1nc2nccc(C)n2n1	26	.	3	.	.	.	.
C=CCn1c(=N)c(C(=O)OCC)cc2c(=O)n3cc(C)ccc3nc21	-4	.	0	.	.	.	.
CC1CCN(S(=O)(=O)c2ccc(S(=O)(=O)N3CCN4CCCC4C3)cc2)CC1 (stereo not drawn)	-15	.	16	.	.	.	.
O=C1N=C(N2CCOCC2)S/C1=C1\C(=O)N(Cc2ccccc2)c2ccc(Br)cc21	-14	.	-2	.	.	.	.
Cc1nc2ccccc2c(=O)n1NC(=O)c1c(O)c2ccccc2n(C)c1=O	-12	.	13	.	.	.	.
O=c1[nH]c2c(cc1CNCCN1CCOCC1)c(-c1cccc(F)c1)nn2-c1ccccc1	-6	.	-7	.	.	.	.
Cc1cc(C)nc(SCCn2c(N3CCC(C)CC3)nc3c2c(=O)n(C)c(=O)n3C)n1	4	.	3	.	.	.	.
Cc1nc(C)c(C(=O)C2=C(O)C(=O)N(CCCN(C)C)C2c2ccco2)s1 (stereo not drawn)	1	.	11	.	.	.	.
Cn1c(=O)c2c(ncn2CC(=O)Nc2cc(Cl)c(Cl)cc2Cl)n(C)c1=O	-2	.	-7	.	.	.	.
c1nc(N2CCNCC2)c2sc3nc(N4CCOCC4)c4c(c3c2n1)CCC4	-8	.	12	.	.	.	.
Cc1ccc(-c2nnc(CSc3nnc4c5c(C)c(C)sc5nc(C(C)C)n34)o2)cc1	11	.	12	.	.	.	.
Cc1oc(C(=O)O)cc1COc1ccc2c3c(c(=O)oc2c1C)CCCC3	11	.	-23	.	.	.	.
N#C/C(C(=O)N1CCOCC1)=c1\s/c(=C/c2ccncc2)c(=O)n1-c1ccccc1	-10	.	2	.	.	.	.
O=C(CSc1ncnc2c1oc1ccccc12)N1CCc2ccccc2C1	-2	.	-10	.	.	.	.
COc1cc(C2c3c(oc4ccc(Cl)cc4c3=O)C(=O)N2Cc2ccco2)cc(OC)c1OC (stereo not drawn)	-10	.	-6	.	.	.	.
CCN(CC)c1ccc2cc(C(=O)Nc3ccc(-n4cnnn4)c(OC)c3)c(=O)oc2c1	6	.	9	.	.	.	.
Cc1nnc2n(Cc3ccccc3)c(=O)c3c4c(sc3n12)CN(Cc1ccccc1)CC4	13	.	14	.	.	.	.
CCc1ccc2nc(NC3=NCN(CCN4CCOCC4)CN3)nc(C)c2c1	11	.	11	.	.	.	.
CCOC(=O)c1c(C)[nH]c(C(=O)NCc2ccccc2OC)c1C	15	.	14	.	.	.	.
COc1ccc2c(c1)nc1n2CN(CC2CCCO2)CN1Cc1ccccc1 (stereo not drawn)	17	.	15	.	.	.	.
Cn1c(SCC(=O)Nc2cc(=O)n(C)c(=O)n2C)nnc1C12CC3CC(CC(C3)C1)C2	61*	.	2	.	.	.	.
Cc1nnc2n(-c3ccc(Cl)cc3)c(=O)c3c4c(sc3n12)CN(C)CC4	-4	.	9	.	.	.	.
COc1cccc2cc(C(=O)C3=C(O)C(=O)N(CCCN(C)C)C3c3ccncc3)oc12 (stereo not drawn)	-1	.	1	.	.	.	.
CC(C)CNC(=O)c1c(N)n(/N=C/c2cccnc2)c2nc3ccccc3nc12	-42	.	-5	.	.	.	.
Cc1nnc2n(Cc3ccccc3)c(=O)c3c4c(sc3n12)CCCC4	-4	.	3	.	.	.	.
COC(=O)c1ccc(S(=O)(=O)N(Cc2cc3cc4c(cc3[nH]c2=O)OCO4)C2CCCCC2)cc1	6	.	-2	.	.	.	.
Cn1c(=O)c2c(nc(CN3CCN(c4ccccc4)CC3)n2Cc2ccccc2F)n(C)c1=O	-14	.	-8	.	.	.	.
CC(C)OC(=O)C(C#N)c1nc2ccccc2nc1N1CCN(Cc2ccc3c(c2)OCO3)CC1 (stereo not drawn)	-3	.	3	.	.	.	.
CCN(CC)CCCN1C(=O)C(O)=C(C(=O)c2sc(C)nc2C)C1c1ccc(C)o1 (stereo not drawn)	14	.	3	.	.	.	.
COC(=O)c1c(NC(=O)c2nc3ncccn3n2)sc(C(=O)N(C)C)c1C	20	.	11	.	.	.	.
Clc1cccc(-c2nn3c(-c4cccc(Cl)c4)nnc3s2)c1	-3	.	-15	.	.	.	.
CCCn1c(=O)c2ccccc2n2c(SCC(=O)c3cc(C)n(CC4CCCO4)c3C)nnc12 (stereo not drawn)	66*	.	3	.	.	.	.
Cc1ccc2nc3c(cc(C#N)c(=N)n3CC3CCCO3)c(=O)n2c1 (stereo not drawn)	7	.	12	.	.	.	.
CC1(C)Cc2c(sc3ncn4nnnc4c23)CO1	19	.	1	.	.	.	.
Cc1nn(CC(=O)Nc2cccnc2N2CCOCC2)c(=O)c2ccccc12	20	.	0	.	.	.	.
Cc1ccc(-n2c(C)c3c(C)nnc(C)c3c2C)cc1	4	.	21	.	.	.	.
Cn1c2ccccc2c2nnc(SCN3C(=O)c4ccccc4C3=O)nc21	53	.	17	.	.	.	.
COc1ccc(C2CC(=O)C(C=NCCN3CCN(C(C)=O)CC3)=C(O)C2)cc1OC (stereo not drawn)	11	.	-2	.	.	.	.
CCCOc1ccc(/C(O)=C2\C(=O)C(=O)N(CCCN(C)C)C23C(=O)N(C)c2ccccc23)cc1 (stereo not drawn)	16	.	-12	.	.	.	.
CCn1c(C)nc2cc(C(=O)n3cc(C(=O)c4cc(F)ccc4O)cn3)ccc21	28	.	0	.	.	.	.
CN1CCN(c2nc3c(c(=O)[nH]c(=O)n3C)n2CCSc2ncccn2)CC1	14	.	16	.	.	.	.
O=C(O)[C@@H]1CSC2(CCSC2)N1 (stereo partly drawn)	-16	.	19	.	.	.	.
CCn1cc(C(=O)Nc2ccc(C(=O)N3CCCC3)cc2)c(=O)c2ccc(C)nc21	-16	.	-6	.	.	.	.
c1cncc(-c2nc3cc(Cc4ccc5oc(-c6cccnc6)nc5c4)ccc3o2)c1	-1	.	6	.	.	.	.
COCCn1c(-c2cc(OC)c(OC)c(OC)c2)nc2nc3ccccc3nc21	-25	.	20	.	.	.	.
COCCCn1c2nc3ccccc3nc2c2c(=O)n(Cc3ccc(Cl)cc3)c(C)nc21	6	.	-12	.	.	.	.
Cc1cc(C)c2c(n1)nn1c(N3CCN(c4ccccn4)CC3)cc(C)nc21	-34	.	16	.	.	.	.
CC1(C)CC(=O)C=C(N2CCN(C3=CC(=O)CC(C)(C)C3)CC2)C1	-2	.	-5	.	.	.	.
Cc1cc(C)c2[nH]c(=O)c(C(c3nnnn3C3CCCC3)N3CCOCC3)cc2c1 (stereo not drawn)	23	.	7	.	.	.	.

In the list so far, these contain a COOH group:
SMILES	PHOSPHO1 block	OXTR agonist	NALP1 yeast inh	V1aR counter	MEKK3 PB1 HTS	MEKK2 WT-MEK5	MEKK2 mut-MEK5
Cc1oc(C(=O)O)cc1COc1ccc2c3c(c(=O)oc2c1C)CCCC3	11	.	-23	.	.	.	.
O=C(O)[C@@H]1CSC2(CCSC2)N1 (stereo partly drawn)	-16	.	19	.	.	.	.

(further entries)
SMILES	PHOSPHO1 block	OXTR agonist	NALP1 yeast inh	V1aR counter	MEKK3 PB1 HTS	MEKK2 WT-MEK5	MEKK2 mut-MEK5
Cc1cnc(-c2nnc(N(C)C(=O)c3ccccn3)s2)cn1	-2	.	5	.	.	.	.
c1ccc(Cn2ncc3c2ncn2c(-c4ccncc4)nnc32)cc1	3	.	20	.	.	.	.
c1ccc(CCNc2ccccc2)cc1	44	.	-15	.	.	.	.
CC(=O)N(Cc1cc2ccc(C)c(C)c2n2nnnc12)C1CCCC1	-20	.	2	.	.	.	.
CCCCCCNC(=O)n1cc(F)c(=O)[nH]c1=O	.	.	.	.	120	118	5
CC(C)CC(NC(=O)C(COC(C)(C)C)NC(=O)C(Cc1ccc(O)cc1)NC(=O)C(CO)NC(=O)C(Cc1c[nH]c2ccccc12)NC(=O)C(Cc1cnc[nH]1)NC(=O)C1CCC(=O)N1)C(=O)N[C@@H](CCCN=C(N)N)C(=O)N1CCCC1C(=O)NNC(N)=O (stereo partly drawn)	.	.	.	.	117	120	7
O=C(O)C[C@H](O)C[C@H](O)/C=C/c1c(C2CC2)nc2ccccc2c1-c1ccc(F)cc1	.	.	.	.	106	107	1
CC(C)COC(=O)OCN1C(=O)CN(CCN2CC(=O)N(COC(=O)OCC(C)C)C(=O)C2)CC1=O	.	0.2	.	0.3	.	.	.
COc1ccc(/C=C2/C(=O)N(c3ccccc3)N=C2C)cc1	.	0.0	.	0.9	.	.	.
CC(C)(C)OC(=O)N1CCC[C@@H]1CO	.	-0.4	.	0.6	.	.	.
CCOC(=O)c1c(NC(=O)COC(=O)CCOc2ccc(OCC)cc2)sc(C(=O)N(C)C)c1C	.	-1.4	.	-1.2	.	.	.

Of the compounds above, these contain a thiophene ring, fused or not.
SMILES	PHOSPHO1 block	OXTR agonist	NALP1 yeast inh	V1aR counter	MEKK3 PB1 HTS	MEKK2 WT-MEK5	MEKK2 mut-MEK5
CCn1c(SCC(=O)c2c(N)n(C)c(=O)n(C)c2=O)nc2sc(C)c(C)c2c1=O	32	.	18	.	.	.	.
CSc1nc2sc3c(c2c2nnnn12)CCC3	-53	.	35	.	.	.	.
c1nc(N2CCNCC2)c2sc3nc(N4CCOCC4)c4c(c3c2n1)CCC4	-8	.	12	.	.	.	.
Cc1ccc(-c2nnc(CSc3nnc4c5c(C)c(C)sc5nc(C(C)C)n34)o2)cc1	11	.	12	.	.	.	.
Cc1nnc2n(Cc3ccccc3)c(=O)c3c4c(sc3n12)CN(Cc1ccccc1)CC4	13	.	14	.	.	.	.
Cc1nnc2n(-c3ccc(Cl)cc3)c(=O)c3c4c(sc3n12)CN(C)CC4	-4	.	9	.	.	.	.
Cc1nnc2n(Cc3ccccc3)c(=O)c3c4c(sc3n12)CCCC4	-4	.	3	.	.	.	.
COC(=O)c1c(NC(=O)c2nc3ncccn3n2)sc(C(=O)N(C)C)c1C	20	.	11	.	.	.	.
CC1(C)Cc2c(sc3ncn4nnnc4c23)CO1	19	.	1	.	.	.	.
CCOC(=O)c1c(NC(=O)COC(=O)CCOc2ccc(OCC)cc2)sc(C(=O)N(C)C)c1C	.	-1.4	.	-1.2	.	.	.
